High-throughput results (PubChem)
Mtb BioA inh: BioA (M. tuberculosis) enzyme inhibition; purified M. tuberculosis BioA enzyme, plate reader; inhibition, % at 9.99 µM; actives 0.096% (n = 360,000); AID 602481; in the data active = inhibition above about 40%
* hit, by the source's call.

SMILES | Mtb BioA inh
COc1ccc(S(=O)(=O)Nc2ccc3c(c2)CC(=O)N([C@@H](C)CO)C[C@@H](C)[C@@H](CN(C)S(=O)(=O)c2ccc(C)cc2)O3)cc1 | -0.1
O=C(NCC[C@@H]1CC[C@@H](NS(=O)(=O)c2ccccc2F)[C@H](CO)O1)c1ccc(F)cc1 | 1.7
CN(C)CC(=O)N[C@@H]1CC[C@H](CCn2cc(C3CC3)nn2)O[C@H]1CO | -0.4
C[C@H]1CN([C@@H](C)CO)S(=O)(=O)c2ccc(C3=CCCC3)cc2O[C@@H]1CN(C)S(=O)(=O)c1ccc(F)cc1 | -0.5
Cc1ccc(S(=O)(=O)N(C)C[C@@H]2OCCCC[C@@H](C)Oc3ccc(NC(=O)Nc4cccc5ccccc45)cc3C(=O)N([C@H](C)CO)C[C@H]2C)cc1 | -2.2
Cc1noc(C)c1S(=O)(=O)N(C)C[C@@H]1Oc2ccc(NC(=O)Nc3ccc(F)cc3)cc2CC(=O)N([C@@H](C)CO)C[C@@H]1C | -0.8
O=C(NCC[C@@H]1CC[C@H](NC(=O)C2CCC2)[C@@H](CO)O1)c1ccc(F)cc1 | -0.6
CO[C@H]1CN(C)C(=O)c2ccc(NC(C)=O)cc2OC[C@@H](C)N(C(=O)C2CC2)C[C@@H]1C | 0.8
C[C@@H]1CN([C@H](C)CO)C(=O)Cc2cc(NC(=O)Cc3ccccc3)ccc2O[C@@H]1CN(C)S(=O)(=O)c1ccc(Cl)cc1 | -0.4
Cc1ccc(S(=O)(=O)Nc2ccc3c(c2)C(=O)N([C@H](C)CO)C[C@@H](C)[C@H](CN(C)S(=O)(=O)c2cccs2)OCCCC[C@@H](C)O3)cc1 | -1.9
CN(C)C(=O)c1ccc(-c2ccc3n(c2=O)C[C@H]2[C@H](CO)[C@@H](C(=O)NCCc4ccccc4)N[C@@H]32)cc1 | 1.3
O=C(C[C@@H]1CC[C@H](NC(=O)Nc2ccccc2F)[C@H](CO)O1)NCc1ccc(Cl)cc1 | -3.4
O=C(C[C@@H]1CC[C@@H]2[C@H](COC[C@H](O)CN2C(=O)c2cnccn2)O1)NCc1ccc(Oc2ccccc2)cc1 | -1.4
Cc1noc(C)c1S(=O)(=O)Nc1ccc2c(c1)C(=O)N([C@H](C)CO)C[C@H](C)[C@@H](CN(C)Cc1ccncc1)OCCCC[C@H](C)O2 | 1.7
COc1ccc(CN(C)C[C@@H]2Oc3ccc(NC(=O)Cc4cn(C)c5ccccc45)cc3CC(=O)N([C@H](C)CO)C[C@H]2C)cc1 | -0.7
CC(C)C#Cc1ccc([C@@H]2[C@H](C#N)N(C(=O)C3CC3)[C@H]2CO)cc1 | -0.3
O=C(Nc1cccc(Cl)c1)N[C@H]1CC[C@@H](CCNC(=O)C2CCCC2)O[C@H]1CO | -1.9
O=C(Cc1ccccc1)N1C[C@@H]2[C@H](c3ccccc31)[C@@H](CO)N2C(=O)Nc1ccc(F)cc1 | -2.2
C[C@@H]1CN([C@@H](C)CO)C(=O)c2cc(C#CCc3ccccc3)cnc2O[C@H]1CN(C)Cc1ccccn1 | 0.4
COc1ccc(CN(C)C[C@H]2Oc3ccc(NC(=O)Nc4ccccc4)cc3CC(=O)N([C@@H](C)CO)C[C@@H]2C)cc1 | 0.1
O=C(C[C@H]1C[C@@H]2c3cc(NC(=O)c4cccnc4)ccc3O[C@@H]2[C@H](CO)O1)NCc1cccnc1 | 6.8
O=C(N[C@@H]1CC[C@@H](CC(=O)N2CCc3ccccc3C2)O[C@H]1CO)C1CC1 | -1.9
C[C@@H]1CN([C@H](C)CO)C(=O)c2ccccc2-c2ccccc2CO[C@@H]1CN(C)C | -2.1
O=C(c1ccncc1)N1C[C@@H]2[C@H](c3ccccc31)[C@@H](CO)N2Cc1ccccc1F | 1.4
O=S(=O)(Cc1ccccc1)N1CCCCN2[C@H](CO)[C@H](c3ccc(-c4cccnc4)cc3)[C@H]2C1 | 10.8
Cc1noc(C)c1S(=O)(=O)Nc1ccc2c(c1)C(=O)N([C@@H](C)CO)C[C@H](C)[C@H](CN(C)C(=O)Nc1ccc(C(F)(F)F)cc1)O2 | -3.4
C[C@@H]1CN([C@H](C)CO)C(=O)Cc2cc(NC(=O)NC3CCCCC3)ccc2O[C@@H]1CN(C)Cc1ccc2c(c1)OCO2 | 1.8
COC(=O)C[C@H]1C[C@@H]2c3cc(NC(=O)C4CCOCC4)ccc3O[C@@H]2[C@H](CO)O1 | -3.4
COc1ccc(S(=O)(=O)N(C)C[C@H]2OCCCC[C@H](C)Oc3ccc(NS(=O)(=O)c4ccc(C)cc4)cc3C(=O)N([C@@H](C)CO)C[C@H]2C)cc1 | -2.2
COC(=O)[C@H]1[C@H](CO)[C@H]2Cn3c(ccc(-c4ccccc4)c3=O)[C@H]2N1C(=O)C1CC1 | -1.1
O=C(C[C@@H]1C=C[C@H](NC(=O)c2ccccn2)[C@H](CO)O1)NCc1cc(F)cc(F)c1 | -1.4
Cc1cc(C(=O)Nc2cccc3c2O[C@H](CN(C)C(=O)Nc2ccc4c(c2)OCO4)[C@H](C)CN([C@H](C)CO)C3=O)n(C)n1 | -1.4
C[C@@H]1CCCCO[C@H](CN(C)Cc2ccc(C(F)(F)F)cc2)[C@@H](C)CN([C@H](C)CO)C(=O)c2cc(NS(C)(=O)=O)ccc2O1 | 2.2
CC(=O)N(C)C[C@@H]1Oc2ncc(-c3cccnc3)cc2C(=O)N([C@@H](C)CO)C[C@H]1C | -0.7
C/C=C/c1ccc2c(c1)O[C@H](CN(C)C(=O)Cc1ccccc1)[C@H](C)CN([C@H](C)CO)S2(=O)=O | 8.2
C[C@@H]1CN([C@H](C)CO)C(=O)c2cc(NC(=O)Nc3ccc4c(c3)OCO4)ccc2O[C@@H](C)CCCCO[C@H]1CN(C)S(C)(=O)=O | 2.5
CO[C@H]1CN(C)C(=O)c2ccc(NC(C)=O)cc2OC[C@@H](C)NC[C@H]1C | -1.2
C[C@@H]1CN([C@@H](C)CO)C(=O)Cc2cc(NS(=O)(=O)c3cccs3)ccc2O[C@@H]1CN(C)Cc1ccc2c(c1)OCO2 | 0.5
CN(C[C@H]1N[C@@H](CO)[C@H]1c1ccc(C2=CCCC2)cc1)S(C)(=O)=O | -1.8
O=C(Cc1ccccn1)N[C@@H]1C=C[C@@H](CC(=O)N2CCCCC2)O[C@@H]1CO | -0.1
C[C@H]1CN([C@@H](C)CO)C(=O)c2cc(NC(=O)Nc3ccccc3)ccc2O[C@H]1CN(C)Cc1ccncc1 | -0.6
C[C@@H](NC(=O)[C@@H]1N[C@@H]2c3ccc(C4=CCCCC4)c(=O)n3C[C@@H]2[C@H]1CO)c1ccccc1 | -0.3
COCC#Cc1ccc([C@@H]2[C@@H](CO)N3CCCCN(S(=O)(=O)c4cccc(OC)c4)C[C@H]23)cc1 | 5.1
Cc1ccccc1S(=O)(=O)NCC[C@@H]1CC[C@H](NC(=O)C2CCC2)[C@@H](CO)O1 | -2.1
CN(C)C(=O)c1ccc(-c2ccc([C@@H]3[C@@H](CO)N4CCCCN(C(=O)C5CC5)C[C@@H]34)cc2)cc1 | 0.9
COCC#Cc1cnc2c(c1)C(=O)N([C@H](C)CO)C[C@@H](C)[C@H](CN(C)Cc1ccc(F)cc1)O2 | 5.7
C[C@H]1CN([C@@H](C)CO)C(=O)Cc2cc(N(C)C)ccc2O[C@H]1CN(C)C(=O)Nc1ccc2c(c1)OCO2 | -0.9
CO[C@@H]1CN(C)C(=O)c2cc(NC(=O)Nc3cccc(Cl)c3)ccc2OC[C@H](C)NC[C@H]1C | 0.5
COc1ccc(S(=O)(=O)N(C)C[C@@H]2Oc3c(cccc3N(C)C)C(=O)N([C@@H](C)CO)C[C@H]2C)cc1 | 1.3
COc1ccc(CN(C)C[C@H]2Oc3ccc(NC(=O)Nc4ccc(F)cc4)cc3C(=O)N([C@@H](C)CO)C[C@H]2C)cc1 | 0.4
C[C@@H]1CN([C@@H](C)CO)C(=O)c2cccc(NC(=O)c3ccncc3)c2O[C@@H]1CN(C)Cc1ccc(C(=O)Nc2ccccc2N)cc1 | -0.9
C[C@@H]1CN([C@H](C)CO)C(=O)c2c(c3ccccc3n2C)-c2ccccc2CO[C@@H]1CN(C)C(=O)C1CC1 | -1.0
COC(=O)C[C@H]1CC[C@@H]2[C@@H](COc3ccc(NS(=O)(=O)c4ccccc4F)cc3C(=O)N2C)O1 | -0.8
CCCC#Cc1ccc2c(c1)O[C@H](CN(C)C(=O)c1ccccc1)[C@@H](C)CN([C@@H](C)CO)S2(=O)=O | -0.9
Cc1cc(C(=O)Nc2cccc3c2O[C@H](CN(C)CC2CCCCC2)[C@H](C)CN([C@@H](C)CO)C3=O)n(C)n1 | -2.5
CN1C(=O)c2cc(NC(=O)c3cscn3)ccc2OC[C@@H]2O[C@H](CC(=O)NCC3CC3)CC[C@H]21 | 0.1
CC(C)NC(=O)N(C)C[C@@H]1Oc2ccc(NS(=O)(=O)c3ccc(Cl)cc3)cc2C(=O)N([C@H](C)CO)C[C@H]1C | -1.4
C/C=C/c1ccc([C@H]2[C@@H](CO)N(c3nc(CC)cs3)[C@H]2C#N)cc1 | 2.1
CO[C@@H]1CN(C)C(=O)c2ccc(NC(=O)Nc3ccccc3)cc2OC[C@H](C)N(C(=O)CC2CC2)C[C@@H]1C | -2.4
C[C@@H]1CCCCO[C@@H](CN(C)C(=O)CCCN(C)C)[C@@H](C)CN([C@H](C)CO)C(=O)c2cc(NS(=O)(=O)c3cn(C)cn3)ccc2O1 | -0.8

The list continues.
SMILES | Mtb BioA inh
COc1cccc(NC(=O)N2C[C@H](O)COC[C@@H]3O[C@H](CC(=O)NC4Cc5ccccc5C4)CC[C@H]32)c1 | 2.5
COc1ccc(C#Cc2ccc3c(c2)O[C@@H](CN(C)C(=O)NC2CCCCC2)[C@H](C)CN([C@H](C)CO)S3(=O)=O)cc1 | -2.5
CC(C)NC(=O)NCC[C@@H]1CC[C@H](NC(=O)c2ccc(F)cc2)[C@H](CO)O1 | -0.7
Cc1noc(C)c1NC(=O)Nc1cccc2c1O[C@@H](CN(C)Cc1ccc3c(c1)OCO3)[C@H](C)CN([C@H](C)CO)C2=O | -0.3
Cc1noc(C)c1NC(=O)Nc1ccc2c(c1)CC(=O)N([C@H](C)CO)C[C@H](C)[C@H](CN(C)C(=O)Nc1ccccc1)O2 | -2.6
CC(C)NC(=O)Nc1ccc2c(c1)C(=O)N(C)[C@H]1CC[C@@H](CC(=O)NCc3ccc(F)cc3)O[C@H]1CO2 | -2.8
C[C@@H]1CN([C@H](C)CO)C(=O)c2cc(NC(=O)Cc3cn(C)c4ccccc34)ccc2O[C@H]1CN(C)S(C)(=O)=O | 0.5
Cc1noc(C)c1S(=O)(=O)Nc1ccc2c(c1)C(=O)N([C@@H](C)CO)C[C@@H](C)[C@H](CN(C)Cc1ccc(-c3ccccc3)cc1)O2 | 0.3
C[C@@H]1CN([C@@H](C)CO)S(=O)(=O)c2ccc(C#C[C@@H](C)O)cc2O[C@H]1CN(C)Cc1cccnc1 | 0.6
Cn1cnc(S(=O)(=O)N2C[C@@H](O)COC[C@H]3O[C@@H](CC(=O)NC4CCC4)CC[C@@H]32)c1 | -1.6
C[C@@H]1CCCCO[C@@H](CN(C)C(=O)Nc2ccc(C(F)(F)F)cc2)[C@H](C)CN([C@H](C)CO)C(=O)c2cc(NC(=O)NC3CCCCC3)ccc2O1 | -0.2
CC(C)NC(=O)N(C)C[C@H]1Oc2ccc(NC(=O)Nc3ccc(C(F)(F)F)cc3)cc2CC(=O)N([C@@H](C)CO)C[C@@H]1C | 0.9
O=C(Cc1cccnc1)N[C@H]1CC[C@@H](CCn2cc(-c3ccccc3F)nn2)O[C@@H]1CO | 13.7
O=C(C[C@H]1CC[C@H]2[C@@H](COC[C@@H](O)CN2Cc2ccccc2F)O1)N[C@@H]1CCN(Cc2ccccc2)C1 | -0.2
C[C@H](O)C#Cc1cnc2c(c1)C(=O)N([C@@H](C)CO)C[C@H](C)[C@H](CN(C)C(=O)Cc1ccncc1)O2 | -0.4
Cc1ccc(-c2ccc([C@@H]3[C@@H](CO)N4CCCCN(C(=O)Nc5cccc(F)c5)C[C@@H]34)cc2)cc1 | -1.9
CO[C@H]1CN(C)C(=O)c2ccc(NS(=O)(=O)CC(F)(F)F)cc2OC[C@@H](C)N(C(=O)c2ccc3c(c2)OCO3)C[C@@H]1C | -3.6
Cc1noc(C)c1S(=O)(=O)Nc1ccc2c(c1)C(=O)N([C@@H](C)CO)C[C@@H](C)[C@@H](CN(C)S(=O)(=O)c1cccs1)OCCCC[C@H](C)O2 | -1.1
COc1ccc(S(=O)(=O)Nc2ccc3c(c2)C(=O)N([C@H](C)CO)C[C@@H](C)[C@@H](CN(C)CC2CC2)O3)cc1 | 5.9

Ordered by number of heavy atoms (descending): part of the list above
SMILES | Mtb BioA inh
C[C@@H]1CCCCO[C@@H](CN(C)C(=O)Nc2ccc(C(F)(F)F)cc2)[C@H](C)CN([C@H](C)CO)C(=O)c2cc(NC(=O)NC3CCCCC3)ccc2O1 | -0.2
Cc1noc(C)c1S(=O)(=O)Nc1ccc2c(c1)C(=O)N([C@@H](C)CO)C[C@@H](C)[C@@H](CN(C)S(=O)(=O)c1cccs1)OCCCC[C@H](C)O2 | -1.1
Cc1noc(C)c1S(=O)(=O)Nc1ccc2c(c1)C(=O)N([C@@H](C)CO)C[C@@H](C)[C@H](CN(C)Cc1ccc(-c3ccccc3)cc1)O2 | 0.3
CC(C)NC(=O)N(C)C[C@H]1Oc2ccc(NC(=O)Nc3ccc(C(F)(F)F)cc3)cc2CC(=O)N([C@@H](C)CO)C[C@@H]1C | 0.9
O=C(C[C@H]1CC[C@H]2[C@@H](COC[C@@H](O)CN2Cc2ccccc2F)O1)N[C@@H]1CCN(Cc2ccccc2)C1 | -0.2
C[C@H](O)C#Cc1cnc2c(c1)C(=O)N([C@@H](C)CO)C[C@H](C)[C@H](CN(C)C(=O)Cc1ccncc1)O2 | -0.4
C[C@@H]1CN([C@@H](C)CO)S(=O)(=O)c2ccc(C#C[C@@H](C)O)cc2O[C@H]1CN(C)Cc1cccnc1 | 0.6
O=C(Cc1cccnc1)N[C@H]1CC[C@@H](CCn2cc(-c3ccccc3F)nn2)O[C@@H]1CO | 13.7
Cn1cnc(S(=O)(=O)N2C[C@@H](O)COC[C@H]3O[C@@H](CC(=O)NC4CCC4)CC[C@@H]32)c1 | -1.6

An excerpt, so the mix of outcomes need not match the whole.
